JMJD2A Tudor = blocks the human JMJD2A Tudor domain | AlphaScreen JMJD2A-Tudor / H3K4me3 peptide binding | O75164 | 390,000 compounds, 4.4% hits | Potency, µM (top dose mostly 114 µM), inactives show top-dose activity change, negative = inhibition, usual class: inhibitors | AID 504339; also: potency is read from the fitted curve at half-maximal effect; % is scaled to controls: 0 for no effect and ±100 for the full control effect; nearly all actives have a fitted effect of over 50% in size
ERG-DNA inh = inhibitors of human ERG Ets domain-DNA interaction. P11308. fluorescence polarization, His-ERG Ets domain / labelled DNA. Potency, µM (top dose mostly 76.9 µM), for inactives: at the top dose FP activity, negative = inhibition, hits mostly inhibitors. 370,000 compounds, 0.028% hits; active = well fitted inhibition curve with a large enough effect in the polarisation, with a control signal flat; inconclusive = small, poorly fitted or top-dose-only effect, or effect the other way, or a change in a side signal; inactive = no such curve, though single readings can be large or run the other way; the % refers to the polarisation;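 also: polarization taken with two DNA probes labelled with fluorescein and Texas red; potency is read from the fitted curve at half-maximal effect; % of control where 0% means no effect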
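His-tagged ERG Ets domain (1 uM in the protein solution; 300mM KCl, 50mM Tris-HCl, 1mM EDTA, 1mM DTT, pH 7.5) received compound, then a probe mix of 5 nM fluorescein-DNA and 100nM Texas-615-DNA. Fluorescence polarization was read for both dyes.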
PI4K2A inh = PI4K2A (human) kinase inhibition; Q9BTU6; activity change, negative = inhibition, % at 76.9 µM; AID 1346378; purified PI4K2A, ADP-Glo luminescence, 1 h; stronger effect = lower value; 420,000 compounds, 0.13% hits; in the data active = activity change below about -50%; inconclusive = mostly about -30% to -49%;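 also: -100% = wells without enzyme as full effect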
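In this quantitative HTS, ADP production by PI4K2A was quantified luminescently after 1 h at ambient temperature; 100 microM adenosine served as plate-quality control.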
G9a inh = inhibitors of human histone lysine methyltransferase G9a; Q96KQ7; G9a H3K9 monomethylation, AlphaScreen, 2 h; Potency, µM (titrated, usually from 102 µM), for the others: top-dose activity, negative = inhibition, hits mostly inhibitors; 350,000 compounds, 8.8% hits; also: potency is read from the fitted curve at half-maximal effect; % is scaled to controls: 0 for no effect and ±100 for the full control effect; nearly all actives have a fitted effect of over 75% in size
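Using a bead-based AlphaScreen, monomethylated H3K9 product from 2 h room-temperature reactions (G9a 20 nM, peptide 500 nM, SAM 20 uM) was detected with 0.5 ug/mL rabbit anti-H3K9me1 antibody.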
BAZ2B inh = inhibitors of human BAZ2B bromodomain. 360,000 compounds, 4.4% hits. Potency, µM (series often up to 114 µM), for the others: top-dose activity change, negative = inhibition, actives largely listed as inhibitors. Q9UIF8. AlphaScreen BAZ2B-H3K14Ac peptide displacement; also: potency is read from the fitted curve at half-maximal effect; % is scaled to controls: 0 for no effect and ±100 for the full control effect; nearly all actives have a fitted effect of over 60% in size
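BAZ2B (50 nM) with biotin-H3(5-23)K14Ac peptide (50 nM) in PBS pH 7.4, 0.01% Tween-20, preformed 30 min, then compound 30 min at room temperature; top concentration 110uM. AlphaScreen streptavidin donor/nickel chelate acceptor beads (10 ug/mL final), 20 min dark, signal read.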
RGS4 inhibitor = blocks human RGS4-accelerated GTP hydrolysis | Transcreener GDP fluorescence polarization, RGS4-accelerated GTP hydrolysis | P49798 | AID 504845 | 390,000 compounds, 0.039% hits | Potency, µM (doses to about 114 µM), for the others: at the highest dose activity change, negative = inhibition, hits mostly inhibitors; also: potency is read from the fitted curve at half-maximal effect; % is scaled to controls: 0 for no effect and ±100 for the full control effect; nearly all actives have a fitted effect of over 75% in size; some results filed as inactive show a strong effect at the top dose
Target sequence (P49798 whole entry, looked up): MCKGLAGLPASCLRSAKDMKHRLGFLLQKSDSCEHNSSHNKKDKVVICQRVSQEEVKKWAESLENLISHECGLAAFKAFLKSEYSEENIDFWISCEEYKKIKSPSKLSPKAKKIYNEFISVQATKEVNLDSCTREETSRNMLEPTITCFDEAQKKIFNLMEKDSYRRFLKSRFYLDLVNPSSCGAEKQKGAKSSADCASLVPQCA
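MLSMR compounds (23 nl, pin-transferred) preincubated 10 min at room temperature with a 500nM (2x) first reagent, then RGS4 at 900nM (2x) plus Transcreener GDP mix added; fluorescence polarization (620/688 nm) read before and after 90 min at 30 °C.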
12-LOX inh = ALOX12 (human) lipoxygenase inhibition; 580,000 compounds, 1.1% hits; P18054; Potency, µM (titrated, usually from 108 µM), for inactives: top-dose activity change, negative = inhibition, hits mostly inhibitors; purified 12hLO, xylenol orange hydroperoxide absorbance; also: potency is read from the fitted curve at half-maximal effect; % is scaled to controls: 0 for no effect and ±100 for the full control effect
Target sequence (P18054 whole entry, looked up): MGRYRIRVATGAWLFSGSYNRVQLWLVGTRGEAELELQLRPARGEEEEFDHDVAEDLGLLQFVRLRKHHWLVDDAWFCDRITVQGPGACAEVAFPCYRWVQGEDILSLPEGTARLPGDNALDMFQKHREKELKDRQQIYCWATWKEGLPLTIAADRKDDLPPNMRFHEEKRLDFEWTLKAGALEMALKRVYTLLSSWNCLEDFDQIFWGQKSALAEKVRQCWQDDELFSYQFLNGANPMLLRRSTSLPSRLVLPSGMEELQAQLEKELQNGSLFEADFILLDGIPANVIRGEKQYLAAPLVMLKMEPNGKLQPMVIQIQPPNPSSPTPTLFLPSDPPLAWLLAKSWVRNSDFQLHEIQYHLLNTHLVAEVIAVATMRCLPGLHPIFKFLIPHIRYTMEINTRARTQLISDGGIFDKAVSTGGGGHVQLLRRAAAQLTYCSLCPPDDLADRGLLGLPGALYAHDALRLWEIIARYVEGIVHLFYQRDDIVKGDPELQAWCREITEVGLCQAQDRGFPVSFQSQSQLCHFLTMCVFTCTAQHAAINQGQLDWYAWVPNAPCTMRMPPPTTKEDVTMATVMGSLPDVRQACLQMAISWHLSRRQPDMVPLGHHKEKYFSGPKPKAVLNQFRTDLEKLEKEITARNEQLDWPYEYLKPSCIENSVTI
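Purified human 12hLO (150 nM final) in 25 mM Hepes, 0.01% Triton X-100, pH 7.0 was preincubated 15 min at room temperature with compound. Then 40 uM arachidonic acid was added, 30 min. Hydroperoxide was read by Fe-XO absorbance ratio 573/405 nm.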
HP1b chromo inh = blocks HP1-beta chromodomain binding to methylated histone tails; P83916; AlphaScreen HP1-beta / biotin-H3K9me3 peptide binding; Potency, µM (series often up to 114 µM), without a hit: top-dose activity change, negative = inhibition, usual class: inhibitors; 390,000 compounds, 0.56% hits; also: potency is read from the fitted curve at half-maximal effect; nearly all actives have a fitted effect of over 70% in size; inactives centre near 23
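HP1-beta protein (50 nM final) preincubated 30 min at room temperature with biotinylated H3(1-18)K9me3 peptide (50 nM) in PBS pH 7.4, 0.01% Tween-20, then compound added for 30 min. AlphaScreen streptavidin donor/nickel chelate acceptor beads (10 ug/mL final), 30 min dark, luminescence read.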
GLS inhibitor = glutaminase GLS (human) inhibition; GLS enzymatic activity, qHTS titration; Potency, µM (doses to about 45.5 µM), inactives show at the top dose activity change, negative = inhibition, usual class: inhibitors; 410,000 compounds, 0.21% hits; AID 624170; also: potency is read from the fitted curve at half-maximal effect; % is scaled to controls: 0 for no effect and ±100 for the full control effect
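Coupled fluorescence readout: glutamate oxidase/HRP/Amplex Red detect glutamate formed by hKGA from L-glutamine (1 mM solution added). Buffer 45 mM KH2PO4 pH 8.2, 0.02% Tween-20; reads at t0 and 30 min RT.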
An asterisk follows results filed as active; ? = inconclusive; . = no result given; [ ] = another dose, or the depositor's remark. Unless noted, calls follow the shape of the dose curve; as a rule, active = well fitted curve in the direction sought with a large enough effect; inconclusive = small, poorly fitted or top-dose-only effect, or another doubt; inactive = no such curve, though single readings can be large; an effect the other way counts as inactive or inconclusive.

no.	canonical_smiles	ERG-DNA inh	RGS4 inhibitor	PI4K2A inh	HP1b chromo inh	GLS inhibitor	JMJD2A Tudor	12-LOX inh	G9a inh	BAZ2B inh
1	Cc1ccc(S(=O)(=O)N(CC(=O)N2CCC(C)CC2)c2cccc(C)c2)cc1	1%	-2%	4	27%	-6%	-13%	-6%	14%[59 µM]	12%
2	Cc1cc(C)c(C(=O)NC2CC(C)(C)Cc3c2cnn3-c2cccc(F)c2)[nH]1 (stereo unspecified)	2%	-8%	-3	5%	11%	-35%	-18%	?	-37%
3	CCOc1ccc(C(=O)N/N=C/c2cc(Cl)ccc2[N+](=O)[O-])cc1	-7%	-6%	2	-11%	5%	?	-9%	-45%[59 µM]	56µM*
4	C=Cc1ccc(CSc2nc(-c3ccccc3Cl)nc3c2Cc2c(CO)cnc(C)c2O3)cc1	4%	2%	3	28%	-12%	-9%	-21%	-29%[59 µM]	-17%
5	O=C(CN1C(=O)C2(SCC(=O)N2c2cccc(F)c2)c2ccccc21)NCc1ccccc1Cl (stereo unspecified)	5%	-31%	-3	34%	0%	-8%	2%	-6%[59 µM]	13%[57.1 µM]
6	CCc1ccc(C(=O)C(C)OC(=O)Cn2cnc3c2c(=O)n(C)c(=O)n3C)cc1 (stereo unspecified)	13%	-34%	-7	16%	1%	-3%	9%	15%[2.33 µM]	14%
7	CCOC(=O)C1=C(C)Nc2ccccc2N/C1=N\S(=O)(=O)c1ccccc1	13%	-16%	-2	52%[activator]	-3%	-16%	-17%	-4%[0.501 µM]	-18%
8	Cc1ccc2[nH]c(=O)c(C(c3nnnn3Cc3ccccc3)N3CCc4ccccc43)cc2c1 (stereo unspecified)	-3%	?	2	-3%	-13%	?	-24%	28µM*	?
9	CCOc1nc(Oc2cccc(C(=O)O)c2)nc(Oc2cccc(C(=O)O)c2)n1	1%	-7%	-2	35%	7%	-14%	0%	-16%	1%
10	S=c1[nH]nc(-c2ccc3ccccc3n2)n1Cc1ccccc1	2%	-27%	1	29%	-11%	-17%	?	?	5%
11	O=C(N/N=C/c1cn(Cc2ccccc2)c2ccccc12)c1ccncc1	3%	-15%	3	8%	5%	-27%	-10%	?	-14%
12	O=C(CSc1nnc(C2COc3ccccc3O2)o1)N1CCN(c2ccccc2)CC1 (stereo unspecified)	3%	35%	-21	46%[activator]	0%	1%	2%	2%	-1%
13	O=C(NCc1ccccc1)c1ccc(OC2CSC2)cc1	-8%	-10%	5	7%	15%	-16%	31%	?	-4%
14	Cc1ccc(S(=O)(=O)CCC(=O)OCc2ccccc2F)cc1	-5%	-9%	0	54%[activator]	-3%	9%	4%	37%[12.7 µM]	-1%
15	CS(=O)(=O)N1CCC(Oc2ccccc2C(=O)N2CCC[C@H]2CO)CC1	-1%	35%	-1	19%	8%	0%	0%	1%	-3%
16	CCN1CCN(c2ccc(S(=O)(=O)N3CCOCC3)cc2NC(=O)CCSC)CC1	-6%	13%	-1	37%	2%	-23%	22%	2%[12.7 µM]	9%
17	COc1cccc(CC(=O)Nc2ccc(F)c(S(=O)(=O)N3CCOCC3)c2)c1	2%	1%	3	32%[57 µM]	0%	-4%	186%[activator]	.	.
18	O=C(O)c1ccccc1N(Cc1ccccc1)C(=O)CO/N=C/c1ccccc1	-6%	2%	-3	27%	0%	-12%	-7%	?	-26%
19	O=C(O)c1ccc(O)c(N2C(=O)Nc3ccccc3N2O)c1	-10%	-2%	1	13%	21%	?	0%	?	-7%
20	Nc1cnn(Cc2ccccc2F)c1	-7%	-23%	-20	?	4%	50µM*	-8%	?	40µM*
21	C=CCNC(=O)CC1C(=O)NCCN1Cc1ccc(-c2ccccc2)cc1 (stereo unspecified)	-8%	-14%	7	46%[activator]	-11%	-25%	-18%	56µM*	-26%
22	COc1ccc(/C=N/NC(=O)CN2CCN(Cc3ccccc3)CC2)cc1Br	0%	7%	-3	-8%	0%	-21%	-7%	6%	-21%
23	Cc1ccc(C)c(N(CC(=O)NCc2ccco2)C(=O)CCC(=O)Nc2ccccn2)c1	16%	-14%	-4	29%	0%	-20%	8%	?	-5%
24	CCN(CC)C(=O)CSC(Nc1cccc(F)c1)=C(C#N)C#N	?	-46%	-2	-4%	16%	-31%	?	-39%	?
25	COc1cc(NC(=S)NC(=O)c2ccccc2F)ccc1NC(=O)c1ccco1	2%	-49%	-4	?	4%	?	-11%	7.9µM*	1%
26	O=C(O)CN(CCOCCOCCN(CC(=O)O)CC(=O)O)CC(=O)O	.	7%[56.9 µM]	2	.	8%	.	-1%[0.22 µM]	2%[12.7 µM]	.
27	Cc1ccc2nsnc2c1NC(=O)CCc1ccccc1	13%	8%	1	35%	-5%	4%	-4%	21%[59 µM]	-1%
28	COc1ccccc1Cc1nc(-c2ccncc2)no1	-6%	-14%	10	51%[activator]	-7%	15%	-1%	.	3%
29	Cc1cc(OCCCN2CCCC2)ccc1Cl	-8%	0%	-6	18%	7%	-12%	-11%	-15%	5%
30	Cc1cccc2cc(CN(C(=S)NCC(C)C)C3CCCC3)c(=O)[nH]c12	-2%	12%	-2	-7%	3%	?	?	21%[59 µM]	?
31	O=C(N/N=C/c1cccnc1)c1cc(-c2ccccc2Cl)nc2ccccc12	1%	-4%	-2	12%	1%	-29%	99%[activator]	3%	-37%
32	O=C(CCN1CCN(CCO)CC1)Nc1ccc(C2CCCC2)cc1	1%	6%	-4	24%	9%	-20%	45µM*	?	?
33	Cc1ccc(NC(=O)CCNC(=O)c2ccc(Cl)cc2)cc1F	11%	-19%	0	38%	-28%	-7%	-12%	-3%[59 µM]	2%
34	CCC1=C(OC(=O)N(CC)CC)N2C(=O)OC(=NCC(=O)OC)[C@]2(Cc2ccccc2)[C@H]2C1=CC[C@H]1C(=O)N(c3ccccc3)C(=O)[C@H]12	-2%	-41%	2	6%	2%	-30%	-12%	-34%[59 µM]	-9%
35	CCCCn1c(N)c(N(Cc2ccccc2OC)C(=O)CN2C(=O)NC(C)(c3ccccc3)C2=O)c(=O)[nH]c1=O (stereo unspecified)	.	-7%	2	7%	32%	-17%	?	5.6µM*	0%
36	COc1ccc(C(C)=O)cc1COC(=O)c1cnc(Cl)c(Cl)c1	4%	-11%	-2	13%	1%	-3%	-1%	0%	6%
37	CC(=O)Nc1nc2ccccc2[nH]1	2%	-27%	-1	30%	3%	-4%	11%	2%	-4%
38	N#Cc1ccccc1Cn1cnc2nc3c(cc2c1=O)CCCC3	1%	9%	-3	28%[57 µM]	5%	-14%	0%	-6%[59 µM]	-4%
39	Brc1ccc(-c2nnc(-c3cccc(Br)c3)o2)cc1	-1%	-3%	2	35%	-1%	11%	0%	5%	7%
40	COc1ccccc1N1CC(C(=O)Nc2nnc(SCc3ccccn3)s2)CC1=O (stereo unspecified)	.	-23%	-3	24%	5%	-12%	-3%	?	-37%
41	CCc1ccc(N=C2NC(=O)/C(=C/c3cc(OC)c(OC)c(OC)c3)S2)cc1	-4%	-20%	5	30%	5%	-32%	5%	27%	-1%
42	NNC(=O)CCc1c[nH]c2ccccc12	-13%	-10%	0	44%	20%	-1%	0%	-40%[59 µM]	-4%
43	CCOc1ccc(-n2c(SCC(=O)Nc3ccc(CC)cc3)nc3n[nH]c(C)c3c2=N)cc1	-2%	-20%	1	29%	6%	-3%	-2%	?	-33%
44	COc1cccc(C2/C(=C(\O)c3ccc4c(c3)OCCO4)C(=O)C(=O)N2Cc2cccnc2)c1 (stereo unspecified)	6%	-9%	0	43%[activator]	1%	-14%	-11%	56µM*	-36%
45	COc1cccc(CN2CC(C(=O)NCCN3CCOC3=O)CCC2=O)c1 (stereo unspecified)	-4%	-5%	1	22%	-14%	-8%	5%	15%	0%
46	Cc1cccc(C)c1NC(=O)CNC(=O)c1ccc(NS(=O)(=O)c2ccc3[nH]c(=O)[nH]c3c2)cc1	-5%	-4%	4	27%	1%	-7%	0%	-21%	7%
47	CC(C(=O)N1CCc2ccccc21)N(C)CC(=O)Nc1ccc(F)cc1 (stereo unspecified)	-13%	-9%	-3	26%	-1%	-8%	16%	14%[12.7 µM]	-1%
48	CCOc1ccc(/C=C2\NC(=S)NC2=O)cc1	-19%	-5%[11.4 µM]	-2	30%	-9%	-19%[11.4 µM]	?	45µM*	-11%

From PubChem

A portion of the library; count on the stated rates, not on these rows.
